# M1 agonist – activates the M1 muscarinic receptor | CHO-M1 cells, Fluo-4 calcium fluorescence, agonist mode; hits give high values | B-score at 10 µM | hit rate 3% among 64,000 | AID 626;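 active = fluorescence rise, raw or as B-score row- and column-corrected plate score, outside the 99.7% band of its plate's samples, either direction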
# HEK293 NFkB inh – inhibitors of the PMA/ionomycin-induced NF-kB reporter in HEK293 cells; HEK-293 NF-kB luciferase reporter, luminescence; inhibition, % at 3 µM; hit rate 0.21% among 62,000; AID 465;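 active = inhibition above the mean of all tested compounds plus 3 SD, cut at about 40% in these data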;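 note: 0% = stimulated DMSO wells and 100% = 10 µM reference inhibitor 5653914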
#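 Timing: 1 h pretreatment, 16 h stimulation, 37 °C; system: HEK-293 cells with stable firefly luciferase reporter driven by four HIV NF-kB elements; doses: 3 µM once, 0.30% DMSO; measured by: luciferase luminescence; control set: DMSO and 10 µM reference inhibitor; repeats: single test; reagent: PMA plus ionomycin mix as NF-kB-activating stimulus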
# S1P1 ag pot – activates or potentiates agonism at human S1P1 receptor. P21453. S1P1 CRE-bla cells, forskolin, beta-lactamase FRET, potentiator mode; S1P1 agonist co-added at EC20, 2 nM; 100% = saturating reference agonist, 0% = basal. activation, % at 9.5 µM. hit rate 0.57% among 56,000. AID 449;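 active = activation above a cutoff set at the mean activation of all tested compounds plus 3 SD, cut at about 54% in these data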;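 note: forskolin at 4 µM as EC80 and the EC20 agonist is SEW2871; 100% = SEW2871 at its EC100 plus forskolin at EC80; some compounds past the cut are filed as inactive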
# Target sequence (P21453 whole entry, looked up): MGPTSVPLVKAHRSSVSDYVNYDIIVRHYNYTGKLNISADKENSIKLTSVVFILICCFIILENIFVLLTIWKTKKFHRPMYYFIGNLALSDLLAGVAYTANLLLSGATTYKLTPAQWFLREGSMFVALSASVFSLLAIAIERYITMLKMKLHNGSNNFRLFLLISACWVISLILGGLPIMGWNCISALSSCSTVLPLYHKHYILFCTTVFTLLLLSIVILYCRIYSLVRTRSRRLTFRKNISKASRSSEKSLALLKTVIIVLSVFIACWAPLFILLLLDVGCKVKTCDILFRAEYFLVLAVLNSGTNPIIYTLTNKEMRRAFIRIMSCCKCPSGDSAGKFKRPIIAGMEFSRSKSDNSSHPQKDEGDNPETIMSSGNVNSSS
# 5HT1E antag – blocks the human 5-HT1E serotonin receptor; P28566; CHO 5-HT1E Ga15 NFAT-bla reporter, FRET, antagonist; inhibition, % at 6 µM; hit rate 0.99% among 65,000; AID 571;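 active = inhibition above a set limit, the mean inhibition across every tested compound plus 3 SD, cut at about 29% in these data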;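 note: signal is the 460 over 535 nm emission ratio of beta-lactamase substrate; 0% = agonist plus DMSO wells and 100% = wells without agonist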
# Target sequence (P28566 whole entry, looked up): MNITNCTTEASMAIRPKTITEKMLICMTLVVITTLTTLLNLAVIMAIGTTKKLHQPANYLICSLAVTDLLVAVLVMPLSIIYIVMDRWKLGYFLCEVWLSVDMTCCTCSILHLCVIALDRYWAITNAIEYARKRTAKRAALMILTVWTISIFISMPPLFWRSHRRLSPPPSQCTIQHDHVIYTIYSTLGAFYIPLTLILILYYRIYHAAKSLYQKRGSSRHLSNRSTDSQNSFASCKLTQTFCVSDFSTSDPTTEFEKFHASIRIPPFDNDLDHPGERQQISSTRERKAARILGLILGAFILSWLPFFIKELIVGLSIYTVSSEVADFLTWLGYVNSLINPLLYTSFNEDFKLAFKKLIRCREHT
# Her2 expr inh – inhibitors of human Her2 kinase expression. P04626. hit rate 0.69% among 65,000. SKBR-3 HER2 protein level, AlphaScreen, 18-24 h; hits give low values. HER2 level % of control, % at 10 µM. AID 645;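 active = HER2 level under 5% of the carrier-only control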;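 note: 100% = DMSO carrier and 0% = 500 nM PU-H71 HSP90 inhibitor; lower value means stronger loss of Her2 protein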
# Jurkat viability – cytotoxic compounds reducing Jurkat cell viability | inhibition, % at 4 µM | hit rate 1.2% among 56,000 | Jurkat E6.1 viability, ATP luminescence, 48 h;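 active = inhibition above the mean inhibition of all tested compounds plus 3 SD, cut at about 28% in these data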
# M1 antag – antagonists of rat M1 muscarinic receptor; P08482; CHO-M1 cells, Fluo-4 calcium, ACh EC80 antagonist mode; hits give low values; B-score at 10 µM; hit rate 3.4% among 64,000; AID 628;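 active = calcium fluorescence response, raw or row-and-column corrected B-score, differing from the plate sample mean either way at a set confidence level, mostly lower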
# S1P3 agonist – activates the human S1P3 receptor | Q99500 | S1P3 NFAT-BLA reporter cells, agonism, FRET ratio; relative to 1 µM S1P, basal subtracted | activation, % at 4.5 µM | hit rate 0.1% among 60,000 | AID 373;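 active = activation above the screen-wide mean plus 3 SD, cut at about 4.5% in these data, passing the limit was not always enough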; note: some compounds called inactive have numbers as strong as hits
#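 Measure – % activation relative to 1 µM S1P (100%), per plate · System – stable CHO line with human S1P3, Gα16, NFAT-BLA reporter · Timing – cells plated overnight, compound 4 h 37 °C, substrate 2 h RT · Technique – fluorescent BLA substrate, ex 405 nm, em 460/535 nm ratio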
# HTR1E agonist – 5-HT1E (human) receptor agonism; P28566; CHO 5-HT1E Ga15 NFAT-bla reporter, FRET; 0% DMSO wells, 100% control agonist wells; activation, % at 6 µM; hit rate 0.69% among 65,000; AID 574;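 active = activation above a set limit, the screen-wide mean activation plus 3 SD, cut at about 8.5% in these data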;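 note: 100% = positive control agonist at 1 µM giving full maximal response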
# * = called active by the depositor; / = not tested or not shown.
# Start of the data: the first 11 compounds (preview)
cpd	SMILES	M1 agonist	HEK293 NFkB inh	S1P1 ag pot	5HT1E antag	Her2 expr inh	Jurkat viability	M1 antag	S1P3 agonist	HTR1E agonist
1	COC(=O)C(C#N)C(=C1C(=O)CC(C)(C)CC1=O)c1ccc(O)cc1 (centres undefined)	1.12	14.7	-7.7	-7.7	115.3	-1.5	-0.942	-2.0	-0.2
2	Cc1ccc(-c2noc(CCC(=O)Nc3ccccc3C)n2)cc1	-0.532	14.9	-0.9	5.8	92.0	3.3	-0.597	-0.4	0.5
3	CCc1nn2c(=O)cc(N3CCN(c4cc(C)nc5ccccc45)CC3)nc2s1	-0.201	10.8	/	-4.7	76.1	-10.3	-0.304	-0.9	0.7
4	CCN(Cc1cc2cc(C)ccc2[nH]c1=O)C(=O)c1cccc(OC)c1	-0.907	14.4	-27.6	-5.4	99.7	2.5	0.17	-0.5	0.0
5	COc1ccc(-c2nn3c(-c4cccc(C)c4)nnc3s2)cc1OC	0.277	14.2	-67.5	18.0	69.8	0.3	0.527	-0.2	2.5
6	O=C(CCNC(=O)Cn1cnc2ccccc2c1=O)NCCC1=CCCCC1	-0.415	-2.0	-31.4	-14.5	87.7	-1.3	1.02	-0.5	0.0
7	CCOC(=O)C1CCCN(Cc2cc(OC)c(O)c(OC)c2)C1 (centres undefined)	3.21*	10.0	-33.9	11.3	145.8	-3.5	-0.114	-1.9	0.0
8	CCCCOCCCn1c(-c2ccco2)nc2nc3ccccc3nc21	4.17*	11.9	-4.7	-9.9	20.3	-3.0	-0.363	-0.5	-0.1
9	COC(=O)c1ccc2c(c1)S(=O)(=O)NC(=NCc1ccco1)S2	-0.999	4.2	3.3	3.0	95.3	-2.1	-0.88	0.0	-0.6
10	N#Cc1ccsc1NC(=O)CSc1ncn[nH]1	0.383	4.6	-2.8	6.7	80.3	-4.0	-0.00602	-0.6	-0.1
11	CN1CCN(c2nc(N3CCN(CCO)CC3)nc3ccccc23)CC1	-0.0386	17.7	-11.8	0.6	78.2	-4.5	0.0708	0.4	2.3

# All compounds of this part, previewed entries included:
cpd	SMILES	M1 agonist	HEK293 NFkB inh	S1P1 ag pot	5HT1E antag	Her2 expr inh	Jurkat viability	M1 antag	S1P3 agonist	HTR1E agonist
1	COC(=O)C(C#N)C(=C1C(=O)CC(C)(C)CC1=O)c1ccc(O)cc1 (centres undefined)	1.12	14.7	-7.7	-7.7	115.3	-1.5	-0.942	-2.0	-0.2
2	Cc1ccc(-c2noc(CCC(=O)Nc3ccccc3C)n2)cc1	-0.532	14.9	-0.9	5.8	92.0	3.3	-0.597	-0.4	0.5
3	CCc1nn2c(=O)cc(N3CCN(c4cc(C)nc5ccccc45)CC3)nc2s1	-0.201	10.8	/	-4.7	76.1	-10.3	-0.304	-0.9	0.7
4	CCN(Cc1cc2cc(C)ccc2[nH]c1=O)C(=O)c1cccc(OC)c1	-0.907	14.4	-27.6	-5.4	99.7	2.5	0.17	-0.5	0.0
5	COc1ccc(-c2nn3c(-c4cccc(C)c4)nnc3s2)cc1OC	0.277	14.2	-67.5	18.0	69.8	0.3	0.527	-0.2	2.5
6	O=C(CCNC(=O)Cn1cnc2ccccc2c1=O)NCCC1=CCCCC1	-0.415	-2.0	-31.4	-14.5	87.7	-1.3	1.02	-0.5	0.0
7	CCOC(=O)C1CCCN(Cc2cc(OC)c(O)c(OC)c2)C1 (centres undefined)	3.21*	10.0	-33.9	11.3	145.8	-3.5	-0.114	-1.9	0.0
8	CCCCOCCCn1c(-c2ccco2)nc2nc3ccccc3nc21	4.17*	11.9	-4.7	-9.9	20.3	-3.0	-0.363	-0.5	-0.1
9	COC(=O)c1ccc2c(c1)S(=O)(=O)NC(=NCc1ccco1)S2	-0.999	4.2	3.3	3.0	95.3	-2.1	-0.88	0.0	-0.6
10	N#Cc1ccsc1NC(=O)CSc1ncn[nH]1	0.383	4.6	-2.8	6.7	80.3	-4.0	-0.00602	-0.6	-0.1
11	CN1CCN(c2nc(N3CCN(CCO)CC3)nc3ccccc23)CC1	-0.0386	17.7	-11.8	0.6	78.2	-4.5	0.0708	0.4	2.3
12	COc1ccc(-c2[nH]ncc2-c2ccc3c(c2)OCCO3)c(O)c1	0.037	30.0	91.2*	16.1	32.9	8.2	0.643	-1.1	-0.3
13	Cc1cc(C(=O)COC(=O)Cn2c(C(F)(F)F)nc3ccccc32)c(C)n1Cc1ccco1	-0.578	5.7	27.8	2.2	72.0	-1.1	-0.663	1.8	-1.0
14	C=CCN(c1ccc(C(N)=O)cc1)S(C)(=O)=O	0.915	5.5	-11.1	-13.7	61.3	-4.3	1.39	0.1	-0.9
15	CC(=O)Nc1ccc(S(=O)(=O)Nc2cccc(-c3nc4cc(C)ccc4o3)c2)cc1	0.403	15.9	4.2	-3.5	55.4	4.7	0.00855	-0.8	0.5
16	CCOC(=O)C1CCCN(S(=O)(=O)c2cccs2)C1 (centres undefined)	0.736	13.3	/	-2.7	96.6	-10.4	0.534	0.7	-0.3
17	CC1CC(C)(C)CC2(C1)NC(=O)N(CC(=O)NCC(c1ccco1)N1CCCCC1)C2=O (centres undefined)	1.16	15.3	11.7	4.1	95.5	-5.7	0.2	0.5	0.2
18	CCCn1cnc2c(c1=O)c1nc3ccccc3nc1n2CCC1=CCCCC1	-0.566	-2.7	-0.7	-1.6	102.2	-14.2	0.62	0.3	0.0
19	CCC(=O)N1CCc2cc(Br)cc(S(=O)(=O)NCCN3CCCCC3CC)c21 (centres undefined)	0.329	16.6	/	-4.8	73.5	/	-0.758	/	0.6
20	O=C(CSc1ccc2nnc(-c3ccccn3)n2n1)NCc1ccco1	0.145	11.6	-4.5	-7.4	82.0	-3.0	0.28	-0.5	0.1
21	CS(=O)(=O)N1CCN(c2ncccn2)CC1	0.404	-1.4	0.2	17.6	82.6	-2.5	-0.00461	-1.2	-1.4
22	CCOC(=O)C1C(=O)C=C(c2ccc(OC)cc2)CC1c1ccco1 (centres undefined)	2.23	6.1	91.1*	7.1	86.5	2.5	0.319	-1.9	0.1
23	COC(=O)c1ccc(S(=O)(=O)NCc2cccc(OC)c2)n1C	-0.648	16.0	3.8	14.1	105.2	1.5	0.733	-0.8	0.2
24	CCCNC(=O)CS(=O)Cc1nc(-c2ccc(OC)cc2)oc1C (centres undefined)	-0.145	20.0	-4.8	-4.2	94.9	-5.8	-0.426	-0.2	0.5
25	CCN(CC)CCCNC(=O)c1cc2c(-c3ccc(Cl)cc3)nn(C)c2s1	0.0329	11.3	-84.9	-21.4	93.0	12.3	-6.6*	-1.4	4.5
26	COc1ccc(N(CC(=O)O)S(C)(=O)=O)cc1OC	0.276	11.8	/	-2.4	86.6	-3.0	0	-0.7	1.1
27	O=C(COC(=O)CCc1c[nH]c2ccccc12)NC1CCS(=O)(=O)C1 (centres undefined)	0.447	19.7	3.3	3.3	104.4	-5.8	0.121	-0.4	0.6
28	CCCCOc1ccc(C(=O)NCc2ccccn2)cc1	-0.285	4.1	9.5	8.6	122.7	5.0	-0.16	-0.2	0.1
29	O=C(OCC(=O)N1CCN(C(=O)c2ccco2)CC1)c1ccccc1C(=O)c1ccc(Cl)cc1	-0.104	20.7	-37.4	-4.5	111.8	6.7	0.662	1.0	0.1
30	Clc1ccc(COc2ccccn2)c(Cl)c1	-0.0145	/	21.1	-3.6	73.5	/	0.148	-0.7	0.3
31	O=C(NCCN1CCN(C(=O)c2cccs2)CC1)c1cccs1	-0.602	10.8	-11.1	-0.1	84.5	-0.8	-2.35*	0.1	-0.1
32	Cc1ccc(Cn2nc(C)c(NC(=O)c3noc4c3CCCCC4)c2C)cc1	0.825	3.9	8.6	4.6	107.1	11.1	-0.452	-1.1	0.0
33	CC(=O)c1ccc(NC(=O)N[C@@H](CC(C)C)C(=O)O)cc1	0.45	11.2	-1.1	3.6	110.5	-0.9	-1.48	0.3	-1.0
34	Cc1sc2nc(C3CC3)nc(N3CCN(S(=O)(=O)c4ccc(F)cc4)CC3)c2c1C	0.353	12.0	4.3	-18.5	101.4	1.0	-0.177	-1.2	4.7
35	O=C1CCC(C(=O)NCCCn2ccnc2)N1 (centres undefined)	-0.64	21.5	11.3	9.4	93.4	7.0	0.822	-0.8	-1.4
36	Fc1cccc2sc(N3CCOCC3)nc12	-0.647	-1.5	-17.5	3.6	111.2	0.4	0.739	-0.8	0.5
37	O=C(NCCC1=CCCCC1)c1ccc(CN2CCOCC2)cc1	0.596	-24.5	-4.0	-5.7	48.2	1.6	-0.244	-0.2	0.1
38	O=S(=O)(NCCOc1cccc2cccnc12)c1ccc(F)cc1	-0.793	17.7	-8.4	-7.6	184.1	2.5	0.373	0.5	0.3
39	Cc1ccc(/C=c2/sc3nnc(-c4ccccc4Cl)n3c2=O)o1	-0.255	-1.8	-5.1	-0.4	111.4	-0.2	-0.959	-1.1	0.5
40	CC(=O)Nc1cccc(Oc2ccc3c(c2)C(=O)N(CCC(=O)O)C3=O)c1	0.858	12.4	/	-9.8	94.1	1.3	1.21	-0.2	0.9
41	Cc1ccc(C2NC(=O)NC(O)(C(F)(F)F)C2C(=O)c2ccccc2)o1 (centres undefined)	-0.509	5.9	-18.4	3.2	108.5	-2.9	0.112	-0.9	-0.1
42	Cc1ccccc1OCc1nc2ccccc2c(=O)n1/N=C/c1ccco1	0.00483	4.6	10.2	8.6	101.1	3.9	0.254	0.0	0.3
43	Cc1ccc(S(=O)(=O)Cc2csc(N)n2)cc1	-0.173	8.2	8.1	14.4	101.3	4.6	0.221	-1.0	0.4
44	O=S(=O)(c1cccc2nsnc12)N1CCN(c2ncccn2)CC1	0.401	-7.9	-1.4	-0.9	73.4	-12.8	-0.576	-0.3	-0.3
45	O=S(=O)(CCc1ccccc1)/N=C/c1cccs1	-0.0118	5.4	8.6	-1.5	112.5	4.7	-0.425	1.4	0.5
46	O=C(NCCc1ccc(Cl)cc1)C1CCC(=O)N1C1CCCC1 (centres undefined)	0.197	10.5	-0.1	-6.8	126.3	-13.2	0.0496	0.0	0.0
47	COc1ccccc1CNC(=O)c1cc2sccc2n1C	-0.122	1.9	10.3	-2.3	101.1	-5.1	-0.424	0.2	-0.8
48	O=c1[nH]cnc2c1sc(=S)n2-c1ccccc1	/	24.4	-6.7	-11.9	125.9	0.3	/	-0.2	-0.2
49	COC(=O)c1cc(NC(=O)c2ccc(Cn3cc(Cl)cn3)o2)cc(C(=O)OC)c1	-0.0298	10.8	24.4	-5.1	98.9	10.4	-0.279	-0.5	-1.1
50	Cc1nnc2n1N=CC=C(C(C)(C)C)S2	-0.292	-3.1	0.1	-6.6	85.7	0.4	0.00759	-0.2	1.6
51	CCn1c(N2CCN(C(=O)C34CC5CC(CC(C5)C3)C4)CC2)nc2ccccc21	0.395	7.7	-3.8	-15.1	73.8	5.8	-0.153	-1.6	1.4
